Rab9 promoter act = Rab9 promoter activation; Potency, µM (top dose mostly 9.22 µM), for inactives: at the top dose activation, negative = inhibition, actives largely listed as activators; 320,000 compounds, 2.8% hits; Huh7 Rab9 promoter-luciferase reporter, luminescence, 24 h; further: % of control where 0% means no effect; nearly all actives have a fitted effect of over 60% in size
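Quantitative HTS format; Huh7 Rab9-luciferase reporter cells (1500/well) receive compound 2 h post-plating, incubate 24 h at 37 °C, then get luciferase reagent for 10 min before luminescence reading.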
BRCA1 expr act = increases BRCA1 expression; MCF7-BRCA1-FFLuc reporter, luminescence, 48 h; response scale: scaled: vehicle 0%, 10 µM genistein 100%; Potency, µM (top dose mostly 46.1 µM), without a hit: at the highest dose activation, hits mostly activators; 380,000 compounds, 1.1% hits; AID 624202; further: nearly all actives have a fitted effect of over 80% in size; some results filed as inactive show a strong effect at the top dose
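MCF7-BRCA1-FFLuc cells, 2000/well in phenol-red-free MEM, attached 2 h then treated 48 h at 37 C. Luciferase luminescence read 15 min after reagent; normalized to genistein maximum activation (10microM) and DMSO, concentration-response fitted.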
RORg inh = ROR gamma (mouse) transcription inhibition | 310,000 compounds, 5.4% hits | P51450 | Potency, µM (doses to about 53.6 µM), inactives show top-dose activity change, negative = inhibition, usual class: inhibitors | Drosophila S2 Gal4-RORgamma UAS-luciferase reporter, 20 h; further: on the % scale 0 is the no-effect control and ±100 the full control effect; nearly all actives have a fitted effect of over 60% in size
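Luminescence from a UAS-regulated Photinus luciferase reporter in stably transfected Drosophila Schneider cells is measured; decreased signal marks ROR gamma inhibition. Fusion expression is induced by 700 uM copper sulfate for 20 hr.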
MLL CXXC-DNA inh = inhibitors of human MLL CXXC domain-DNA interaction. Q03164. MLL-CXXC / FITC-HOXA9 DNA fluorescence polarization. AID 2662. 290,000 compounds, 0.037% hits. Potency, µM (titrated, usually from 115 µM), without a hit: at the top dose activity change, negative = inhibition, usual class: inhibitors; active means well fitted inhibition curve with a large enough effect in the polarisation, with a control signal flat, not every such curve was filed as active; inconclusive means small, poorly fitted or top-dose-only effect, or effect the other way, or a change in a side signal; inactive means no such curve, though single readings can be large or run the other way; the % refers to the polarisation
Target sequence (Q03164 whole entry, looked up, the tested form may be a part): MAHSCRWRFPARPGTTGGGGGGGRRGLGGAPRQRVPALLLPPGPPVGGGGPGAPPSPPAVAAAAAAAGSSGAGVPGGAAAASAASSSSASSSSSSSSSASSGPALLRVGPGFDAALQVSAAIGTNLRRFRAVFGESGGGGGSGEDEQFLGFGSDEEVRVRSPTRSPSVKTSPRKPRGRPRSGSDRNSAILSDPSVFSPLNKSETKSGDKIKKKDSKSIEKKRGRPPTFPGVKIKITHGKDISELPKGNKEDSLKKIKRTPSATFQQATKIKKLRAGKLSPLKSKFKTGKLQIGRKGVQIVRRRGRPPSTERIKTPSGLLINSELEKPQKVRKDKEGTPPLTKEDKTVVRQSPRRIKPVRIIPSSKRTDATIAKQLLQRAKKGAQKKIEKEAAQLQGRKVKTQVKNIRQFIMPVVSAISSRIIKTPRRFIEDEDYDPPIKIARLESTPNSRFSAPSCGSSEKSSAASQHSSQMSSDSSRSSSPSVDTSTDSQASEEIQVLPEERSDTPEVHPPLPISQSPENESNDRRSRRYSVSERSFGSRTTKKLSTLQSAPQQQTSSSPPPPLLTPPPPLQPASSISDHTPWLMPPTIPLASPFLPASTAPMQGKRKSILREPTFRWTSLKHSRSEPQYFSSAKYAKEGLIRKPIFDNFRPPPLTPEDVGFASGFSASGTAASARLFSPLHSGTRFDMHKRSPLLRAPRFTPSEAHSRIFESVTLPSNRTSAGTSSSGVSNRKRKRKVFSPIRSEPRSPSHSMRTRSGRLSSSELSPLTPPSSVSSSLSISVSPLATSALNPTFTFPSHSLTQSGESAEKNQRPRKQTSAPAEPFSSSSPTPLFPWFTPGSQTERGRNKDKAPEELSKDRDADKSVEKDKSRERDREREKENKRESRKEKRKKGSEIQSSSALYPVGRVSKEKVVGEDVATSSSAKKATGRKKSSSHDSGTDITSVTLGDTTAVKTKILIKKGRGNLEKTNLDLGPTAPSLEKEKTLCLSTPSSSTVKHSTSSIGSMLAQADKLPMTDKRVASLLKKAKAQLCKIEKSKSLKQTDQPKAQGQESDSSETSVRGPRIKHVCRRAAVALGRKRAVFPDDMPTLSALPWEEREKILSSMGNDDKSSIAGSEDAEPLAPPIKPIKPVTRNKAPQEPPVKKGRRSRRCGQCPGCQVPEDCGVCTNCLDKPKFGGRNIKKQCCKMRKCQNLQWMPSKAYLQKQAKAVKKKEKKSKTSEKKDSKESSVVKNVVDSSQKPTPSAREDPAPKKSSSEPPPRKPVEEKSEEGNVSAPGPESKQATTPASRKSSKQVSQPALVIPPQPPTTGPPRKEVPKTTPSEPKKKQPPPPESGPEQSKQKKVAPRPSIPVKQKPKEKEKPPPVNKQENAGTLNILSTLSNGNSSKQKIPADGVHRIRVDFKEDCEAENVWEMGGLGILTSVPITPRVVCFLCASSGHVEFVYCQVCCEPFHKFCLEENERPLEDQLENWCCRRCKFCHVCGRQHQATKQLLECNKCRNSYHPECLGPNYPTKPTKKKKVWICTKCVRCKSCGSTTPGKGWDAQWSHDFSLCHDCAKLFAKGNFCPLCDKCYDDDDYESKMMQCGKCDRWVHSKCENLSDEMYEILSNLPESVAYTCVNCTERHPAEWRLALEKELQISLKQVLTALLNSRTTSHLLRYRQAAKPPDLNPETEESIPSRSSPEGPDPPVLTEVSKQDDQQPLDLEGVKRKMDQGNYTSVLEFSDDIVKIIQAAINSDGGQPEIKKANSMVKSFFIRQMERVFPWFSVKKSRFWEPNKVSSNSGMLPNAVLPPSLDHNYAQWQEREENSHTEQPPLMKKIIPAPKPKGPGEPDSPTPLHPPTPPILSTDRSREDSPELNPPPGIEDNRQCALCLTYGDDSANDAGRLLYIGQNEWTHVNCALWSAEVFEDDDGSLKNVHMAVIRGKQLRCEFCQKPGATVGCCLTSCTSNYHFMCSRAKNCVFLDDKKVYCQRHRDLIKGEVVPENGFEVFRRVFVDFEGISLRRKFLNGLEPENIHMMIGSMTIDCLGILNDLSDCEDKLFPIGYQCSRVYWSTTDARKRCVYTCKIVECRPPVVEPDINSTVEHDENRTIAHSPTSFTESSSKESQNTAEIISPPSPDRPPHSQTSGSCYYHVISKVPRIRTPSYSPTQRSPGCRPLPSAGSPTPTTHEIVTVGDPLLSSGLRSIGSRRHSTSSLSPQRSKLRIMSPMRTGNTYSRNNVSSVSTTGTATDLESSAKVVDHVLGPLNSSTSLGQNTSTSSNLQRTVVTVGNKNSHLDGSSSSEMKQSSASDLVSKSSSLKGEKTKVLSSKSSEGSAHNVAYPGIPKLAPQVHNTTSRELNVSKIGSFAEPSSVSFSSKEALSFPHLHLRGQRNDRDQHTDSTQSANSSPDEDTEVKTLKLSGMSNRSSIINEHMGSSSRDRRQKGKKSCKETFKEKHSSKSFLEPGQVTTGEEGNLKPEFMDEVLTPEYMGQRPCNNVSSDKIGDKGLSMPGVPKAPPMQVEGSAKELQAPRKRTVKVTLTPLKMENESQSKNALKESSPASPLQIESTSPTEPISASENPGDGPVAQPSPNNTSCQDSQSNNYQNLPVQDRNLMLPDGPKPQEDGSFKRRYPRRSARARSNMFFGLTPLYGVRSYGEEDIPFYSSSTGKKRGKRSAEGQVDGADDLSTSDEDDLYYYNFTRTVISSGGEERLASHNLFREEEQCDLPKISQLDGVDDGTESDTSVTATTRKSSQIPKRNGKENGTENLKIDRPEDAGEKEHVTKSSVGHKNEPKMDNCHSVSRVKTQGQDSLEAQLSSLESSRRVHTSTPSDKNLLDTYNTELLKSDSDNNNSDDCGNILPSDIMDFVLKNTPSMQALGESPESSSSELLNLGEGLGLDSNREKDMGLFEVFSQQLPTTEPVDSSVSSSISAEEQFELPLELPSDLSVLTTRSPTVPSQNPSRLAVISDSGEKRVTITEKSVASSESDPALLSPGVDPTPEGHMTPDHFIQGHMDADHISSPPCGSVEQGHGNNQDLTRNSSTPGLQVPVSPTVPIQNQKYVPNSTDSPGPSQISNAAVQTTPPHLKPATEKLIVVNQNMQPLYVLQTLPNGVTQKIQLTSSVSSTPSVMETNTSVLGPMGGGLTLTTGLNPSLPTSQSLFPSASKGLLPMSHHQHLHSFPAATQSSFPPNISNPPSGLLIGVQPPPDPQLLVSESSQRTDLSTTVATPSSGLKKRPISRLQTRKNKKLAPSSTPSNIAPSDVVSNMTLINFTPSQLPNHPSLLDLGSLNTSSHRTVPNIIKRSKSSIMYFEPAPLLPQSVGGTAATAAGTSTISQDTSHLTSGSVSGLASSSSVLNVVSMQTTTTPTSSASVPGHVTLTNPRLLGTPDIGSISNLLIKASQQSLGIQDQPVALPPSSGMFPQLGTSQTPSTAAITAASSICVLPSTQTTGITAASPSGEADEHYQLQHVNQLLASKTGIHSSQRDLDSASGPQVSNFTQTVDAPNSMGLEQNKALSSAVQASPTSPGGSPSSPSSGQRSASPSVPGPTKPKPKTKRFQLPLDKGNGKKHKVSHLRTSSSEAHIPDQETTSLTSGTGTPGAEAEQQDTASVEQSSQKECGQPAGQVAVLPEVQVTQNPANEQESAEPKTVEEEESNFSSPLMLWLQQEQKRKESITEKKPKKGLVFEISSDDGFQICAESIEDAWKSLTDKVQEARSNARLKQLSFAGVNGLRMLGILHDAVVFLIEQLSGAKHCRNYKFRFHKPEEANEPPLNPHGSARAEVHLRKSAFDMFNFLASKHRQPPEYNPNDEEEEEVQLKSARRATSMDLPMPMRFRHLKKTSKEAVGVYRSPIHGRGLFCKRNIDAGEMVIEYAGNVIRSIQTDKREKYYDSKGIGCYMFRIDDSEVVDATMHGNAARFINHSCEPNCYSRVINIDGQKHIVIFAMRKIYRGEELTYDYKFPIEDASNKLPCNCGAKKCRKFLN
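Fluorescence polarization: 7 uM MLL-CXXC (stock) preincubated 5 min with compounds, then 50 nM fluorescein-HOX-A9 DNA (stock) added; 30 min ambient. Buffer 50 mM Tris-HCl pH 7.5, 50 mM NaCl, 1 mM DTT, 0.05% BSA.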
VP16 counter = counter-screen for ROR gamma inhibitors: Gal4-VP16 reporter. Drosophila S2 Gal4-VP16 UAS-luciferase, luminescence, 20 h. Potency, µM (doses to about 53.6 µM), inactives show at the highest dose activity, negative = inhibition, most hits filed as inhibitors. 310,000 compounds, 3.5% hits. AID 2546;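 further: Gal4-VP16 expression switched on by copper sulfate through the metallothionein promoter; on the % scale 0 is the no-effect control and ±100 the full control effect; nearly all actives have a fitted effect of over 50% in size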
NPC1 prom act = activators of NPC1 promoter; Huh7 NPC1 promoter luciferase reporter, 24 h; Potency, µM (series often up to 9.22 µM), without a hit: top-dose activation, actives largely listed as activators; 320,000 compounds, 2.4% hits; AID 485313;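 further: % of control where 0% means no effect; nearly all actives have a fitted effect of over 60% in size; reporter is driven by a mutant NPC1 promoter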
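Stable NPC1-promoter luciferase Huh7 line; cpd (DMSO) 24 h, 37 °C, 5% CO2; Amplite luciferase reagent 10 min RT; luminescence readout. qHTS format.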
uPA surface inh = blocks generation of uPA at the cell surface. cell surface uPA generation assay, qHTS. Potency, µM (highest dose often 38.3 µM), for inactives: top-dose activity change, negative = inhibition, hits mostly inhibitors. 330,000 compounds, 0.31% hits. AID 540303; active means well fitted inhibition curve with a large enough effect; inconclusive means small, poorly fitted or top-dose-only effect; inactive means no such curve, though single readings can be large or run the other way; tested in mouse RAW 264.7 cells; further: on the % scale 0 is the no-effect control and ±100 the full control effect; nearly all actives have a fitted effect of over 55% in size
p53 reactivation = mutant p53 re-activation in reporter cells; H1299 p53-A138V BP100-luciferase reporter, luminescence, 24 h; Potency, µM (series often up to 92.2 µM), for inactives: top-dose activity change, positive = activation, actives largely listed as activators; 320,000 compounds, 0.063% hits; further: % of control where 0% means no effect; nearly all actives have a fitted effect of over 45% in size
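H1299 (p53-null), stable ts p53-A138V + BP100-Luc; 1000 cells/well, Opti-MEM/10% FBS; cpd 4 pt, 1:5; 24 h, 37 deg C, 5% CO2; detection reagent 10 min RT; luminescence.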
MBNL1-CUG inh = MBNL1-poly(CUG) RNA binding inhibition | Q9NR56 | TR-FRET MBNL1-His/biotin-(CUG)12 binding, 665/545 ratio | Potency, µM (highest dose often 57.5 µM), for the others: at the highest dose activity change, negative = inhibition, usual class: inhibitors | 280,000 compounds, 0.036% hits | AID 2675; active means well fitted inhibition curve with a large enough effect in the signal ratio, with a control signal flat, not every such curve was filed as active; inconclusive means small, poorly fitted or top-dose-only effect, or effect the other way, or a change in a side signal; inactive means no such curve, though single readings can be large or run the other way; the % refers to the signal ratio; further: on the % scale 0 is the no-effect control and ±100 the full control effect
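TR-FRET between His-tagged MBNL1 and biotin-(CUG)12 RNA, detected with Tb anti-His antibody (0.055 ng/ul) and streptavidin-XL665 (5 nM), 60 min at room temperature. Compounds titrated 92 nM to 58 uM; 665/545 nm ratio normalized to buffer and complex controls.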
FLuc modulator = inhibits or activates purified firefly luciferase, miR-21 counter-screen; purified FLuc, Km substrates, luminescence inhibition; Potency, µM (titrated, usually from 57.5 µM), for inactives: at the highest dose activity change, negative = inhibition, usual class: inhibitors; 360,000 compounds, 6.9% hits; AID 588342;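 further: plate controls were vehicle for no effect and reference inhibitor for full effect; nearly all actives have a fitted effect of over 55% in size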
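Biochemical qHTS of compounds, final roughly 60 µM downward over six points, against 10 nM purified firefly luciferase using Km concentrations of substrates (10 uM D-luciferin, 10 uM ATP) in Tris acetate pH 7.5 buffer; luminescence output.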
ELG1 genotox = induces genotoxicity in HEK293T cells with luciferase-tagged ELG1. 330,000 compounds, 1.3% hits. HEK293T ELG1-luciferase reporter, luminescence, 16 h. Potency, µM (doses to about 46 µM), for the others: top-dose activity change, positive = activation, most hits filed as activators; further: % of control where 0% means no effect; nearly all actives have a fitted effect of over 60% in size
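ELG1-luciferase HEK293T cells, 2,000/well; compound pinned in; 16 hr, 37 °C, 5% CO2; ONE-Glo, 30 min RT; luminescence on CCD imager.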
* hit, by the source's call; ? = inconclusive; · = not tested or not shown; & = joins results of further samples; [ ] = dose if it differs, or a comment. Unless noted, the call rests on the fitted dose curve; in most records, active means well fitted curve in the direction sought with a large enough effect; inconclusive means small, poorly fitted or top-dose-only effect, or another doubt; inactive means no such curve, though single readings can be large; an effect the other way counts as inactive or inconclusive. Potency means the concentration at half of the fitted maximal effect. A portion of the library, so the mix of outcomes need not match the whole.

Structure,ELG1 genotox,BRCA1 expr act,NPC1 prom act,RORg inh,MBNL1-CUG inh,uPA surface inh,FLuc modulator,MLL CXXC-DNA inh,VP16 counter,Rab9 promoter act,p53 reactivation
Cc1c(C)c(C)c(/C=[N+](/C)[O-])c(C)c1C,1%,-24%,1%,13%,-21%[11.5 µM],0%,0%,-7%,-18%,0%,-13%
CN1Cc2ccccc2N(CC(=O)NCc2ccccc2)C1=O,-1%,0%,2%,7%,-4%,-7%,1%,-7%,-9%,-1%,-3%
COc1ccc(NC(=O)C(C)N2c3cccc4cccc(c34)S2(=O)=O)cc1 (configuration not stated),1%,-13%,-5%,33%,12%,·,4%,23%,13%,-4%,2%
CC(=O)c1sc(NC(=O)COc2ccc([N+](=O)[O-])cc2)nc1C,7%,-12%,-1%,-8%,10%,0%,1%,-4%,-3%,0%,1%
CCOC(=O)C(=CNc1cc(C)nn1C(C)(C)C)C(=O)OCC,-3%,-1%,-6%,74%,1%,-2%,5%,-6%,10%,0%,-4%
Cc1cccc(NC(=O)c2cc(-c3ccccn3)nc3ccccc23)c1C,-10%,-59%,1%,?,-1%,2%,6%,0%,?,-12%,1%
COCCN(C(=O)c1ccc(C)o1)c1c(N)n(CC(C)C)c(=O)[nH]c1=O,-2%,6%,-2%,·,·,-2%,7%,·,·,0%,0%
CC1(C)Cc2ccccc2-c2nc(NCCCO)n(-c3ccccc3)c(=O)c21,-7%,4%,1%,21%,12%,0%,4%,2%,-8%,5%,-9%
O=C(CC1C(=O)NCCN1Cc1c(F)cccc1Cl)NCc1ccccc1 (configuration not stated),-1%,8%,-6%,4%,2%,-1%,-5%,5%,3%,-1%,-1%
Cc1ccc(NC(=O)CN(C)c2ccc(S(=O)(=O)N3CCN(C)CC3)cn2)cc1,1%,-4%,0%,14%,-9%,0%,9%,-9%,-28%,2%,-5%
Nn1c(Cc2ccccc2F)nnc1SCC(=O)N1CC(=O)Nc2ccccc21,-3%,-34%,-1%,?,2%,0%,2%,7%,25%,2%,0%
N#Cc1cccc(Oc2ccc(-c3cnc4ccccc4n3)cc2)c1C#N,0%,-10%,-2%,?,14%,1%,3%,-5%,-2%,-6%,12%
COC(=O)C1CC(O)CN1S(=O)(=O)c1cccs1 (configuration not stated),0%,2%,0%,12%,-3%,-1%,-1%,2%,-7%,-18%,2%
COc1cc(CCC(=O)OCC(=O)NCc2ccccc2)cc(OC)c1OC,4%,-1%,-1%,-1%,-7%,1%,-4%,-7%,-10%,-1%,3%
Cc1ccc(S(=O)(=O)N2Cc3ccccc3CC2C(=O)Nc2cc(C)on2)cc1 (configuration not stated),1%,-16%,-1%,10%,-6%,1%,0%,1%,18%,-1%,1%
Cn1c(=O)oc2cc(S(=O)(=O)N3CCC(C(=O)NCCc4ccccc4)CC3)ccc21,2%,5%,2%,33%,-4%,-10%,0%,16%,-7%,6%,-2%
C#CCOCCOCCOCCNc1nc(N2CCN(C(=O)Cn3cc(CCCN=C(N)N)nn3)CC2)nc(N2CCN(C(=O)[C@H](CCCCN)n3cc(CCC(=O)O)nn3)CC2)n1,4%,7%,-6%,·,·,11%,1%,·,·,2%,0%
CC1=C(C(=O)Nc2ccccc2C(=O)NC2CCCCC2C)SCCO1 (configuration not stated),-3%,15%,-17%,-3%,-3%,0%,?,55%[activator],6%,0%,7%
c1ccc(CNCc2ccc3c(c2)OCO3)nc1,4%,2%,2%,-11%,-13%,3%,-1%,7%,-6%,-4%,0%
Fc1ccccc1C1CC(c2ccco2)=Nc2ccccc2S1 (configuration not stated),?,-22%,30%,5%,2%,?,21µM*,8%,2%,20%,?
Cn1c(SCC(=O)NCc2ccco2)nnc1-c1cccs1,0%,8%,-2%,3%,-4%,-1%,-9%,11%,-9%,0%,9%
CCc1ccccc1NC(=O)c1cc2ncc(Br)cn2n1,21%,37%,24%,22%,-6%,·,2%,3%,29%,?,4%
C[C@]12CC[C@@H]3c4ccc(O)cc4CC[C@H]3[C@@H]1CC[C@@H]2O,7%,-28%,-18%[46.1 µM],-16%&1%&-32%&-43%,-21%,-24%,?,3%&1%&6%,-5%&2%&-11%&-3%,-16%[46.1 µM],9%
COc1cc(C)nc(OCCNS(=O)(=O)c2cc(C)ccc2C)n1,-5%,6%,0%,16%,-11%,1%,2%,-2%,10%,-5%,0%
CCCn1cc(S(=O)(=O)c2ccc(OC)cc2)c(=O)c2cc(OCC)ccc21,-6%,2%,1%,3%,0%,3%,2%,-2%,-5%,0%,-8%
O=C(CN1C(=O)S/C(=C\C=C\c2ccccc2)C1=O)N1CCCCC1,8%,-2%,-5%,10%,17%,-16%,?,11%,-9%,9%,2%
Nc1nnnn1/N=C\c1ccc(Cl)c([N+](=O)[O-])c1,1%,1%,0%,-34%,?,-1%,4%,-10%,-4%,3%,5%
CC(=O)c1cccc(NC(=O)CCn2c(=O)oc3ccccc32)c1,0%,8%,0%,-1%,-5%,3%,0%,13%,-4%,3%,0%
C[C@H](NC(=O)Nc1cccc(C(F)(F)F)c1)C(=O)O,1%,9%,-3%,?,-1%,·,14%,-3%,5%,-5%,10%
N#C/C(=C\c1cc2ccccc2nc1N1CCCCC1)C(N)=O,2%,-4%,-1%,-26%,·,-3%,-1%,-2%,28%,4%,6%
O=C(Nc1ccc2c(c1)OCCO2)C1CC(c2ccc(F)cc2)=NO1 (configuration not stated),0%,11%,1%,7%,-5%,5%,-2%,6%,-1%,10%,8%
O=C(COC(=O)c1cc(-c2ccc(F)cc2)nc2ccccc12)NCC1CCCO1 (configuration not stated),-2%,30%,-8%,3%,·,-30%,?,-3%,-4%,1%,2%
COc1ccc(-c2nn(-c3ccccc3)cc2/C=C/C(=O)N2CCN(c3ccccn3)CC2)cc1,-17%,-42%,-5%,?,-4%,·,1%,-6%,-2%[10 µM],-2%,0%
Cc1ccc2oc(=O)c3cc(C(=O)Nc4cc(-c5cccc(F)c5)no4)sc3c2c1,1%,·,-2%,-8%,0%,·,-22%,29%,-13%,-5%,-4%
Cc1sc2nc(CSCC(=O)Nc3ccc(OC(F)F)cc3)[nH]c(=O)c2c1C,2%,-5%,-2%,8%,3%,2%,3%,-5%,6%,2%,3%
O=C(Nc1cccc(S(=O)(=O)C(F)F)c1)c1ccc(S(=O)(=O)N2CCOCC2)cc1,-9%,-21%,1%,?,-1%,-3%,-1%,2%,-3%,-3%,-7%
C[C@@H]1C[C@H]2[C@@H]3CCC4=CC(=O)C=C[C@]4(C)[C@@]3(F)[C@@H](O)C[C@]2(C)[C@@]1(O)C(=O)COP(=O)(O)O,8%,1%,0%&-1%,33%&0%,11%&0%,-15%,5%&6%,4%&11%,-7%&3%,-3%&-26%,7%
CC1CCCCC1NC(=O)CSc1nc2ccccc2[nH]1 (configuration not stated),-7%,-22%,-4%,-6%,-1%,1%,0%,-1%,-2%,5%,-2%
Cc1cc(=O)[nH]c(SCC(=O)Nc2nc3ccccc3s2)n1,0%,-19%,1%,?,-8%,12%,?,-13%,6%,-1%,14%
COc1cc2c(cc1NC(=O)CN1CCN(S(=O)(=O)c3ccccc3F)CC1)oc1ccccc12,10%,-27%,-3%,10%,0%,-3%,-3%,29%,3%,0%,-2%
Cc1cc(C)c(N=C2CCCN2Cc2ccccc2)c(C#N)c1,-3%,-13%,-3%,-33%,-7%,-1%,-1%,4%,-5%,-2%,1%
C/C(=N\NC(=O)CN1CCN(Cc2ccccc2)CC1)c1ccncc1,-3%,-10%,-7%,1%,·,-1%,-2%,-3%,-8%,-2%,1%
Cc1c(Cl)ccc2sc(NC(=O)C3CC3)nc12,7%,-1%,20%,44%,-1%,-9%,?,·,3%,10%,·
COCCCNC(=O)c1ccc2c(c1)nc(C)n2-c1cccc(C)c1,2%,-8%,0%,7%,-9%,4%,0%&-5%,2%,14%,1%,-5%
CCN(CC(=O)N1CCOCC1)S(=O)(=O)c1ccccc1,3%,-5%,-4%,?,-3%,-5%,-1%,8%,7%,4%,4%
O=C(NCCc1ccc(Cl)cc1)C1CCN(S(=O)(=O)c2ccc(-n3cnnn3)cc2)CC1,-14%,0%,6%,34%,1%,-1%,4%,6%,-9%,1%,2%
CC1CCCC(NC(=O)COC(=O)c2cccc(NS(=O)(=O)/C=C/c3ccccc3)c2)C1C (configuration not stated),4%,-19%,2%,-11%[10 µM],·,-1%,-2%,-26%,-18%,-3%,-5%

High-throughput results as filed in PubChem.
